ATXN viability = reduces viability in counter-screen for ATXN expression inhibitors. S2 cells (HEK-293 line with an ATXN2-luciferase reporter) viability, CellTiter-Fluor protease fluorescence, 24 h. Potency, µM (doses to about 56.7 µM), most hits filed as cytotoxic. 0.49% of 400,000 active; further: potency means the concentration at half of the fitted maximal effect; nearly all actives have a fitted effect of over 40% in size
MCF10A rerep = inducers of DNA re-replication in MCF 10A breast cells; MCF 10A DNA re-replication, Hoechst nuclear intensity, 48 h; Potency, µM (doses to about 46.1 µM), for the others: at the top dose activity, positive = re-replication, usual class: activators; 2.9% of 350,000 active; AID 624296; further: potency means the concentration at half of the fitted maximal effect; % of control where 0% means no effect; nearly all actives have a fitted effect of over 50% in size
IL1B secr inh = inflammasome signaling inhibition, IL-1 beta readout. THP-1 LPS/ATP IL-1B secretion, AlphaLISA, 16 h; stronger effect = lower value. activity change, % at 57.5 µM. 4.7% of 360,000 active. AID 743279; in the data active means activity change below about -50%; inconclusive means mostly about -30% to -49%; further: on the % scale 0 is the no-effect control and ±100 the full control effect
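THP-1 cells pretreated 1 hr with compounds (up to 57.5 uM final), then stimulated with LPS (250 ng/mL final) plus ATP (1.25 mM final); secreted IL-1B measured by AlphaLISA after 16 hr, decreased signal indicating inhibition.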
HepG2 tox = HepG2 cytotoxicity, counter-screen for TGF-b inhibitors; AID 588856; HepG2 CAGA-GFP viability, ATP luminescence, 18 h; 0.76% of 410,000 active; Potency, µM (series often up to 46.1 µM), for inactives: top-dose activity change, negative = cytotoxicity, usual class: cytotoxic; further: potency means the concentration at half of the fitted maximal effect; some results filed as inactive show a strong effect at the top dose
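HepG2 CAGA-GFP cells (1000/well, DMEM with 1% FBS) received compound, then TGF-beta at 500 pg/mL final, and were incubated 18 hours at 37 degrees C. Viability was read by CellTiter-Glo luminescence. Media-only wells were set as complete cell-killing and DMSO as no toxicity.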
KB-3-1 tox = kills parental KB-3-1 adenocarcinoma cells | KB-3-1 viability, CellTiter-Glo ATP luminescence, 72 h | Potency, µM (top dose mostly 46.1 µM), for inactives: at the highest dose activity change, negative = cytotoxic, actives largely listed as cytotoxic | 1.4% of 400,000 active | AID 1347075; further: potency means the concentration at half of the fitted maximal effect; on the % scale 0 is the no-effect control and ±100 the full control effect; nearly all actives have a fitted effect of over 60% in size
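Parental KB-3-1 adenocarcinoma cells in phenol-red-free DMEM with 10% FBS were pin-treated with compounds at several concentrations, incubated 72 h at 37 °C, and viability read by CellTiter-Glo luminescence; concentration-effect curves were fitted after normalization.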
HT1080 IDH1KD tx = toxicity to HT-1080 IDH1 knockdown cells (counter line) | 2% of 360,000 active | HT-1080 IDH1 knockdown viability, ATP luminescence, 48 h | Potency, µM (doses to about 46.1 µM), inactives show at the top dose activity, negative = toxicity, usual class: cytotoxic;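 further: potency means the concentration at half of the fitted maximal effect; 0% = DMSO wells and -100% = cell-free medium wells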
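Using the IDH1-knockdown HT-1080 line run in the same batch and compound series as the NT line, viability after 48 h at 37 °C was determined by CellTiter-Glo luminescence and expressed as % activity.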
HT1080-NT tox = kills 2HG-producing HT-1080-NT fibrosarcoma cells. Potency, µM (top dose mostly 46.1 µM), for the others: top-dose activity, negative = less viability, hits mostly cytotoxic. HT-1080-NT fibrosarcoma viability, CellTiter-Glo ATP luminescence, 48 h. 1.6% of 360,000 active;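 further: NT is the 2HG producing partner of a matched IDH1 knockdown line; potency means the concentration at half of the fitted maximal effect; 0% = DMSO-treated cells and -100% = media-only wells without cells; nearly all actives have a fitted effect of over 55% in size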
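Toxicity toward the 2HG-producing NT line was scored as %Activity, normalised to DMSO and no-cell wells, from CellTiter-Glo luminescence after 48 hours' treatment.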
ATXN2 expr inh = reduces ATXN2 reporter expression in HEK-293 cells; Potency, µM (doses to about 57 µM), for the others: at the top dose activity change, negative = inhibition, usual class: inhibitors; 0.72% of 360,000 active; HEK-293 ATXN2-luciferase reporter, luminescence, 24 h; AID 1745845; further: potency means the concentration at half of the fitted maximal effect; on the % scale 0 is the no-effect control and ±100 the full control effect; nearly all actives have a fitted effect of over 55% in size
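qHTS (up to 57 uM final) was run with 24 h compound exposure of reporter cells at 37 °C. Each well was multiplexed: SteadyGlo luminescence measured ATXN2-luciferase expression after a fluorogenic Gly-Phe-AFC viability readout (25 uM final).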
SW480 rereplic = DNA re-replication induction in SW480 cells. SW480 DNA re-replication, Hoechst DNA content imaging, 48 h. Potency, µM (titrated, usually from 46.1 µM), without a hit: at the highest dose re-replication activation, hits mostly activators. 1.8% of 340,000 active; further: potency means the concentration at half of the fitted maximal effect; % of control where 0% means no effect; nearly all actives have a fitted effect of over 55% in size
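First, 250 cells per well were seeded. Next, compound or vehicle (23 nL) was pinned in, plates sat 48 hr at 37 C. Finally Hoechst was added for 40 min before fluorescence scanning.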
Starred values were filed as active, the others as inactive; i = inactive; ? = inconclusive; / = not tested or not shown; [ ] = remark or other dose. Unless noted, the call rests on the fitted dose curve; in most records, active means well fitted curve in the direction sought with a large enough effect; inconclusive means small, poorly fitted or top-dose-only effect, or another doubt; inactive means no such curve, though single readings can be large; an effect the other way counts as inactive or inconclusive. Outcome played no part in choosing rows; any-hit rate near 8.9%.

A first look, 3 compounds:
SMILES | ATXN viability | MCF10A rerep | IL1B secr inh | HepG2 tox | KB-3-1 tox | HT1080 IDH1KD tx | HT1080-NT tox | ATXN2 expr inh | SW480 rereplic
O=C(NCC1CCCCC1)c1cc2ccccc2cc1O | i | 18µM* | -88* | -15% | ? | ? | ? | -18% | ?
O=C(NCC1(c2ccccc2)CCOCC1)c1ccc(Br)o1 | i | 14% | -4 | -17% | 8% | 3% | 9% | 0% | -2%[9.22 µM]
CCn1c(=S)[nH]c2cc(S(=O)(=O)N3CCOCC3)ccc21 | ? | 9% | 47 | 4% | -9% | 5% | 4% | 13% | -7%

All compounds of this part, from the start:
SMILES | ATXN viability | MCF10A rerep | IL1B secr inh | HepG2 tox | KB-3-1 tox | HT1080 IDH1KD tx | HT1080-NT tox | ATXN2 expr inh | SW480 rereplic
O=C(NCC1CCCCC1)c1cc2ccccc2cc1O | i | 18µM* | -88* | -15% | ? | ? | ? | -18% | ?
O=C(NCC1(c2ccccc2)CCOCC1)c1ccc(Br)o1 | i | 14% | -4 | -17% | 8% | 3% | 9% | 0% | -2%[9.22 µM]
CCn1c(=S)[nH]c2cc(S(=O)(=O)N3CCOCC3)ccc21 | ? | 9% | 47 | 4% | -9% | 5% | 4% | 13% | -7%
COCCC(=O)N1CCC(Oc2ccc(C(=O)N3CCC[C@H]3CO)cc2)CC1 | i | -7% | 5 | 7% | / | 27% | 4% | 13% | ?
O=C(Cc1ccc(Cl)cc1)c1c[nH]c(C(=O)NCCCN2CCOCC2)c1 | i | 5% | 5 | -17% | 1% | 5% | -1% | -14% | 1%
CS(=O)(=O)N(Cc1ccccc1)c1ccccc1C(=O)O | i | -2% | 3 | 4% | 7% | 22% | 27% | -12% | 0%
CCc1ccc(-n2c(CSc3nnnn3-c3ccccc3)nc3ccccc3c2=O)cc1 | i | 4% | 4 | 8% | -1% | 1% | 8% | 0% | -1%
CCN(C(=O)CN(C)S(=O)(=O)c1ccc2c(c1)c(=O)n(C)c(=O)n2C)c1ccc(OC)cc1 | i | / | / | 1% | -1% | / | / | 12% | /
CCOC(=O)Nc1ccc(S(=O)(=O)Nc2cc(C)nc(C)n2)cc1 | i | 1% | 13 | 2% | 2% | -8% | -1% | 0% | -7%
CCc1cccc(C)c1NC(=O)CN1C(=O)NC(C)(CCC(C)C)C1=O (configuration not stated) | i | -1% | 8 | 2% | -3% | 2% | 2% | 6% | 3%

SMILES | ATXN viability | MCF10A rerep | IL1B secr inh | HepG2 tox | KB-3-1 tox | HT1080 IDH1KD tx | HT1080-NT tox | ATXN2 expr inh | SW480 rereplic
Cn1cc(S(=O)(=O)N2CCCC2)cc1C(=O)O | ? | -3% | -7 | -2% | 0% | 5% | 3% | / | -7%
COc1ccc(S(=O)(=O)N2CCOCC2)cc1C(=O)NC1CCCCC1 | i | 9% | -4 | 6% | -1% | -1% | -4% | -3% | -8%
CC[C@]12C(=O)N(C)C[C@H]([C@@H]3C(=O)N(Cc4ccccc4)C(=O)[C@@H]31)N2C(=O)c1ccc(Br)cc1 | i | -3% | 11 | 12% | 4% | -10% | -1% | 3% | -1%
CN(Cc1ccccc1NCC(=O)Nc1ccccc1C#N)C1CCCCC1 | i | -21% | 27 | -26% | -7% | -10% | -20% | -9%[11.3 µM] | 3%[1.84 µM]
O=c1cc(-c2ccccc2)oc2cc(OCc3ccccc3)cc(O)c12 | i | ? | 13 | -2% | 19% | 0% | 6% | -27% | -4%
O=C(NCCc1ccccc1F)C1CCC(=O)N(Cc2ccc(Cl)cc2)C1 (configuration not stated) | i | 0% | -11 | -68% | 9% | -2% | 1% | -1% | ?
COc1ccc(C(=O)CSC(=S)N2CCCCC2)cc1 | ? | / | -5 | -31% | 0% | 8% | 13% | -4% | /
O=C(/C=C/c1ccccc1)NC(=S)NNC(=O)c1cccnc1 | i | 12% | -3 | -8% | -13% | -10% | -5% | -7% | 14%
Cc1nc(NCCc2ccc(Cl)cc2)c2nnn(Cc3ccccc3)c2n1 | i | -1% | 3 | -3% | 2% | 8% | -1% | / | -2%
CC(C)c1ccc(N(C(=O)c2csnn2)C(C(=O)NC2CCCC2)c2ccncc2)cc1 (configuration not stated) | i | 3% | -1 | -12% | 4% | -1% | -5% | 11% | -7%

SMILES | ATXN viability | MCF10A rerep | IL1B secr inh | HepG2 tox | KB-3-1 tox | HT1080 IDH1KD tx | HT1080-NT tox | ATXN2 expr inh | SW480 rereplic
CCC(=O)Nc1nnc(-c2ccccn2)o1 | i | -14% | 10 | 17% | 8% | 16% | 25% | 2% | -7%
CN(C(=O)CN1C(=O)S/C(=C\c2cccc(Cl)c2)C1=O)C1CCS(=O)(=O)C1 (configuration not stated) | i | 23µM* | -20 | -11% | 7% | -2% | -6% | / | -3%
CN1OC[C@@H]2CN3C(=O)N(c4cccc5ccccc45)c4ccccc4[C@@H]3C[C@@H]21 | ? | / | 20 | 0% | 0% | 0% | 20% | 10% | /
COc1cccc(C(=O)N2CCN(Cc3nc(-c4ccoc4)oc3C)CC2)c1 | i | / | 10 | -14% | -2% | 8% | 0% | / | /
COc1ccc(-c2csc3ncnc(Cl)c23)cc1 | ? | -2% | -29 | 6% | -11% | -13% | -21% | -36% | ?
Cc1ccc(-c2c(C#N)c(N)nc3c2CCCCC3)o1 | i | ? | 16 | 4% | ? | 2% | 2% | 9% | -8%
CCOCCCNC(=O)c1cn(CC)c2ccc(S(=O)(=O)N3CCc4ccccc4C3)cc2c1=O | i | / | / | -29% | -12% | / | / | -3% | /
CCOc1ccc2nc(NC3=NC(C)(C)C=C(C)N3)nc(C)c2c1 | ? | 10% | -26 | -33% | ? | -24% | ? | ? | 4%
N=C1C(c2ccccc2)=C(O)C2CCc3ccccc3N12 (configuration not stated) | i | 11% | 25 | 2% | 18% | -4% | 5% | 10% | 4%
COc1cc(CC(=O)N2CCc3ccccc32)cc(OC)c1OC | i | 2% | 28 | -18% | -13% | -14% | -3% | 32% | 2%

Entries listed so far with a COOH group (two):
SMILES | ATXN viability | MCF10A rerep | IL1B secr inh | HepG2 tox | KB-3-1 tox | HT1080 IDH1KD tx | HT1080-NT tox | ATXN2 expr inh | SW480 rereplic
CS(=O)(=O)N(Cc1ccccc1)c1ccccc1C(=O)O | i | -2% | 3 | 4% | 7% | 22% | 27% | -12% | 0%
Cn1cc(S(=O)(=O)N2CCCC2)cc1C(=O)O | ? | -3% | -7 | -2% | 0% | 5% | 3% | / | -7%

Back to the main list with the three entries that preceded the break.
SMILES | ATXN viability | MCF10A rerep | IL1B secr inh | HepG2 tox | KB-3-1 tox | HT1080 IDH1KD tx | HT1080-NT tox | ATXN2 expr inh | SW480 rereplic
CCOc1ccc2nc(NC3=NC(C)(C)C=C(C)N3)nc(C)c2c1 | ? | 10% | -26 | -33% | ? | -24% | ? | ? | 4%
N=C1C(c2ccccc2)=C(O)C2CCc3ccccc3N12 (configuration not stated) | i | 11% | 25 | 2% | 18% | -4% | 5% | 10% | 4%
COc1cc(CC(=O)N2CCc3ccccc32)cc(OC)c1OC | i | 2% | 28 | -18% | -13% | -14% | -3% | 32% | 2%
Cc1cc(Cl)ccc1OC(C)C(=O)NCCCCc1ccccc1 (configuration not stated) | i | -2% | -6 | -16% | 13% | -1% | 5% | -16% | 0%
O=C(c1cccs1)n1nc(-c2ccc(Cl)cc2)nc1NCc1ccco1 | / | ? | -13 | -2% | ? | -10% | -1% | / | 0%
CC(c1ccccc1)n1c(CCCO)nc2ccccc21 (configuration not stated) | i | 10% | 35 | -1% | 10% | 0% | -9% | 144%[activator] | -10%
COc1ccc(CNC(=O)COC(=O)c2cccs2)cc1 | i | -6% | 33 | -6% | 2% | 10% | 5% | 7% | -1%
CC(C)C[C@H]1CN([C@@H](CC(C)C)CN2CCC[C@H]2CN2C(=O)C(=O)NC[C@@H]2Cc2ccc(O)cc2)C(=O)C(=O)N1CC1CCCCC1 | i | / | 30 | / | ? | 8% | 2% | 3% | /
CCOC(=O)c1c(C)[nH]c(C)c1C(=O)COC(=O)[C@@H](NC(=O)c1ccco1)C(C)C | ? | 0% | 9 | 2% | 15% | 4% | 8% | 3% | -5%
O=C(NC(=S)N1CCCCCC1)c1ccccc1Cl | i | 15% | 9 | -21% | -1% | -9% | -6% | -26% | 5%
CNC(=O)CN(C)S(=O)(=O)c1ccc(OC)c(Cl)c1 | i | 2% | 1 | 20% | 13% | 8% | 6% | 4% | 1%
COc1cc2[nH]c(=O)n(CCC(=O)NCc3cccnc3)c(=O)c2cc1OC | i | 2% | -2 | -50% | 15% | 3% | 3% | -14% | 1%
CCOC(=O)C1CCCN(CCC(=O)Nc2ccc(OC)cc2OC)C1 (configuration not stated) | i | / | / | -1% | 0% | / | / | 3% | /

SMILES | ATXN viability | MCF10A rerep | IL1B secr inh | HepG2 tox | KB-3-1 tox | HT1080 IDH1KD tx | HT1080-NT tox | ATXN2 expr inh | SW480 rereplic
Cc1c(C#N)c(N=CN(C)C)c(C(=O)c2ccc(Br)cc2)n1-c1ccc(Cl)cc1 | i | 1% | -1 | -18% | -11% | ? | ? | -21% | 1%
Cc1ccc(N2C(N)=C(C#N)C(c3cccnc3)C3=C2CC(C)(C)CC3=O)cc1 (configuration not stated) | ? | ? | -7 | -11% | ? | ? | ? | -16% | ?
CCOC(=O)N1CCN(c2ccc(O)cc2)CC1 | i | ? | 13 | -2% | -5% | ? | ? | -34% | 2%
COc1ccccc1N1CCN(CC(O)COc2ccc(C)cc2C)CC1 (configuration not stated) | i | ? | -65* | -16% | -6% | -27% | -9% | -16% | 3%
CCCCCCCCCCCCCCCC(=O)OCC1OC(n2ccc(N)nc2=O)C(O)C1O (configuration not stated) | i | ? | 0 | -4% | -4% | -11% | -1% | -21% | ?
O=C(CSc1ccc(-c2ccc(F)cc2)nn1)NC1CCCCC1 | i | ? | 20 | -1% | -15% | 0% | 0% | -14% | -2%
COc1ccc(S(=O)(=O)N2CCN(Cc3cccc(OC)c3OC)CC2)cc1 | i | 0% | -11 | 4% | -8% | -1% | -1% | / | 10%
